# Screening data as filed in PubChem.
# CCHFV vOTU inh – blocks the CCHF virus ovarian tumor domain protease | CCHFV vOTU protease, Pep-AMC fluorescence | inhibition, % at 11.5 µM | 370,000 compounds, 0.55% hits; in the data active means inhibition above about 30%; further: 0% = vehicle wells with enzyme and 100% = no enzyme wells
# TcdB inh – blocks C. difficile toxin B glycohydrolase activity | TcdB glycohydrolase enzymatic assay, plate reader | P18177 | AID 652162 | inhibition, % at 9.99 µM | 350,000 compounds, 0.24% hits; in the data active means inhibition above about 10%
# FadD28 FP inh – inhibitors of Mycobacterium tuberculosis FadD28 bisubstrate binding; FadD28 bisubstrate probe binding, fluorescence polarization; inhibition, % at 12.5 µM; 360,000 compounds, 0.22% hits; in the data active means inhibition above about 8.5%, passing the limit was not always enough; inconclusive means no clear call, values can overlap the other calls
# BoNT F protease – blocks Botulinum neurotoxin F light chain protease | Multiplex microsphere protease cleavage assay, flow cytometry | inhibition, % at 10 µM | 360,000 compounds, 0.22% hits; in the data active means inhibition above about 35%, passing the limit was not always enough; inconclusive means no clear call, values can overlap the other calls; further: plate controls were buffer without enzyme for full effect and enzyme alone for no effect
# PfHsp40 yeast – restores yeast growth despite PfHsp40 toxicity. S. cerevisiae expressing PfHsp40, growth rescue, ATP luminescence. growth rescue, % at 12.5 µM. 340,000 compounds, 0.68% hits. AID 504582; in the data active means growth rescue above about 28%, passing the limit was not always enough; inconclusive means no clear call, values can overlap the other calls;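 further: yeast W303a lacking pdr1 and pdr3 grown in galactose medium; growth measured after three days at 30 °C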
# Y pestis TopoI – Y. pestis Topo-I inhibition via cleavage products. Y. pestis Topo-I cleavage product accumulation, plate reader. activity, % at 10 µM. 360,000 compounds, 0.064% hits; in the data active means activity above about 50%, passing the limit was not always enough; inconclusive means no clear call, values can overlap the other calls; further: inactives centre near 2
# Anthrax LF inh2 – inhibitors of Bacillus anthracis lethal factor protease; P15917; multiplex microsphere protease cleavage assay, LF; inhibition, % at 10 µM; 360,000 compounds, 0.12% hits; further: plate controls were buffer without enzyme for full effect and enzyme alone for no effect
# Target sequence (P15917 whole entry, looked up): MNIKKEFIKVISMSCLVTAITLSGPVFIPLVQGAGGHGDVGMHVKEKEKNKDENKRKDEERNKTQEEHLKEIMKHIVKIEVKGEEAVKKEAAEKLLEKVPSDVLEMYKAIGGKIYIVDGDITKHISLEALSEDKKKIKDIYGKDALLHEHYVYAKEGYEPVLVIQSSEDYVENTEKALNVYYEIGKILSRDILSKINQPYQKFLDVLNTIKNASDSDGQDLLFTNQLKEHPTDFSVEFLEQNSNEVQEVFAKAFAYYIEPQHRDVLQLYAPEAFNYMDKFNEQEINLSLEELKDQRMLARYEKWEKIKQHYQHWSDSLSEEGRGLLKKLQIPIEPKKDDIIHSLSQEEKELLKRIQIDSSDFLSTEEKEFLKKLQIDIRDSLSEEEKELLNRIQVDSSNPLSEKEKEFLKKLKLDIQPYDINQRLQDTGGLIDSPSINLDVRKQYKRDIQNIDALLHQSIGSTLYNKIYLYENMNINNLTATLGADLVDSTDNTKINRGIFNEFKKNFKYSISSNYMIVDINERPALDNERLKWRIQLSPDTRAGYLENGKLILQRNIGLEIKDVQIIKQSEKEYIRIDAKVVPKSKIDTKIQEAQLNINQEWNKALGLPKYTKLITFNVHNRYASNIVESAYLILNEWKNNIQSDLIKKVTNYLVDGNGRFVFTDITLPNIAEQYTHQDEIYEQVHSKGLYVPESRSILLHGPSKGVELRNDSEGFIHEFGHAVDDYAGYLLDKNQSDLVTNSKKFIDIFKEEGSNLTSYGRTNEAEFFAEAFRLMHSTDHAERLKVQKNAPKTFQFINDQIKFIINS
# PrPC surface inh – cell surface PrPC inhibition, primary TR-FRET screen; P04156; TR-FRET read-out; inhibition, % at 13.8 µM; 370,000 compounds, 0.43% hits; AID 720596; in the data active means inhibition above about 24%; further: 0% = median of the test wells and 100% = reference compound wells
# BoNT A protease – inhibitors of Botulinum neurotoxin A light chain protease | AID 588499 | multiplex microsphere protease substrate cleavage, flow cytometry | inhibition, % at 10 µM | 360,000 compounds, 0.17% hits; further: plate controls were buffer without enzyme for full effect and enzyme alone for no effect
# * marks the source's active call; other numbers are inactive results; ? = inconclusive; · = no result given. Unless noted, no stated cut-off is given here; in the data, active means inhibition above about 30%; inconclusive means no clear call, values can overlap the other calls; inactive means below that. Compounds were not picked by outcome, and some 2.3% of all compounds hit somewhere here.
SMILES,CCHFV vOTU inh,TcdB inh,FadD28 FP inh,BoNT F protease,PfHsp40 yeast,Y pestis TopoI,Anthrax LF inh2,PrPC surface inh,BoNT A protease
COc1cc(OC)c(C2=NOC(C(=O)N3CCN(C(=O)c4ccco4)CC3)C2)cc1Cl (stereo not drawn),-14,0.3,-3.4,0,0.7,-2,-7,-8,-0.1
CCn1c(SCC(=O)NC2CCCC2)nnc1-c1c[nH]c2ccccc12,2,-0.1,-2.5,-2,-0.2,5,0,-3,-0.3
Cc1cccc(NC(=O)CN2CCN(CC(=O)Nc3cccc(C)c3)CC2)c1,6,·,-1.9,6,0.9,6,2,-1,0.5
CC1CCN(CCOc2ccc(OCc3ccccc3)cc2)CC1,0,1.1,-0.8,-3,-0.9,7,8,-5,-1.1
CCc1ccc(NC(=O)CSc2nnc(SCC(=O)Nc3ccc(CC)cc3)n2N)cc1,4,·,0.4,-8,0.4,32,-10,-6,-0.5
O=C(NCCCN1CCOCC1)C(=O)N/N=C/c1ccc2c(c1)OCO2,-1,0.1,0.3,-1,0.1,1,1,0,0.7
COc1cc(Cn2c3ccc(NC(=S)NCc4ccc(C)cc4)cc3c(=O)n2C)ccc1F,-59,-0.5,-1.4,-8,·,13,0,8,-0.1
CC(=O)Nc1ccc(C(=O)CSc2nc3ccccc3n2CC(=O)N2CCCC2)cc1,2,·,-1.4,-4,-0.6,16,-1,4,-0.5
Cc1oc(-c2cc(F)ccc2F)nc1CN1CCN(c2cnccn2)CC1,1,1.0,-1.2,-6,1.1,9,-4,1,-1.1
COc1cc(NC(=O)C/C(C)=N/NC(=O)c2ccccn2)c(OC)cc1Cl,1,3.5,-0.9,3,0.5,8,-5,21,-0.7
O=C1Nc2ccccc2C1Cc1ccccn1 (stereo not drawn),5,1.0,-2.4,?,4.7,-10,-19,3,?
COc1ccc(-c2nnc(SCC(=O)Nc3ccc(Cl)cc3)n2C)cc1,5,-2.5,0.1,-17,-0.4,-9,-2,6,?
COc1ccc(CC(N)c2csc(Nc3cc(NCCCO)ncn3)n2)cc1 (stereo not drawn),-3,1.3,-9.4,-1,·,-3,-6,9,-0.3
Cc1ccc(NC(=O)N(CCCN2CCOCC2)Cc2cccs2)cc1C,1,1.5,-0.4,-4,1.1,2,-1,-6,0.5
COC(=O)C(NC(=O)CN1C(=O)c2ccccc2C1=O)c1ccc(O)c(OC)c1 (stereo not drawn),-6,2.4,-0.5,27,-0.6,5,-7,3,0.2
COc1cc(OC)c2c(-c3cccc(/C=C/c4ccc(F)cc4)c3)cc(=O)oc2c1,·,0.4,0.2,-4,1.2,3,-6,·,-0.3
CCc1nnc(NC(=O)CSc2nnnn2-c2cccc(C(=O)OC)c2)s1,-4,·,-2.1,-2,0.4,-5,9,-4,-0.6
CCOc1ccc(S(=O)(=O)Nc2ccccc2C(=O)Nc2ccccc2N2CCOCC2)cc1,-6,·,1.6,-4,-1.1,6,1,6,-0.6
O=C(CSc1ccc(-c2ccccc2)nn1)Nc1ccc2c(c1)OCCO2,7,5.6,-1.4,-3,8.9,0,-1,2,0.5
CCS(=O)(=O)N1N=C(c2cccc(NS(C)(=O)=O)c2)CC1c1ccccc1 (stereo not drawn),-7,1.1,-9.6,30,1.7,-1,44*,-2,94*
COc1cccc(NC(=O)C2(C)CCN2CCc2ccccc2)c1 (stereo not drawn),2,0.1,-4.9,-8,·,17,1,3,-0.3
CCOc1ccc(NC(=O)c2ccccc2NS(=O)(=O)c2ccc(F)cc2)c([N+](=O)[O-])c1,30*,·,-1.2,17,-0.4,1,1,2,-0.4
Cc1cccc(N=N/C(=C\O)C(=O)c2ccc(Br)cc2)c1,8,1.1,-3.1,5,0.6,5,3,5,0.4
COc1ccc(-n2nc3c(c2NC(=O)CC(C)C)CS(=O)C3)cc1 (stereo not drawn),13,-0.2,-0.2,1,-0.2,3,-2,1,1.2
CCOC(=O)Nc1c(C)n(C)n(-c2ccccc2)c1=O,9,·,-0.4,10,0.9,-1,-12,-7,12
# The list goes on.
SMILES,CCHFV vOTU inh,TcdB inh,FadD28 FP inh,BoNT F protease,PfHsp40 yeast,Y pestis TopoI,Anthrax LF inh2,PrPC surface inh,BoNT A protease
CN1/C(=C\C(=S)NC(=O)c2cccc(Br)c2)C(C)(C)c2ccccc21,-4,0.1,-0.2,-18,3.4,22,16,25*,42*
O=C(CSc1c2c(nc3ccc(Cl)cc13)CCCC2)NCCCN1CCOCC1,3,·,-6.4,0,0.6,2,2,6,0.6
Cc1ccc(-c2nn3c(C)nnc3s2)cc1NC(=O)c1ccco1,0,-0.9,-2.6,-2,1.5,-6,-12,1,-0.2
Cc1cc(C)n(-c2c(F)c(F)c(CN3CCOCC3)c(F)c2F)n1,7,·,-1.0,5,0.9,-9,-1,4,0.4
Cc1ccc(/C=N/NC(=O)CSc2nc3ccccc3c(=O)n2-c2ccccc2)s1,5,8.4,-1.1,-1,-0.6,-3,-2,-3,0.3
COc1cccc(CNC(=O)c2ccc(C3SCCS3)cc2)c1,2,0.5,-4.3,2,-0.3,19,-1,2,-0.1
CCSC(=O)N(CC)CC(=O)Nc1c(CC)cccc1CC,·,·,-1.1,-9,-0.6,-1,-2,·,-0.8
CCc1ccccc1NC(=O)c1cnccn1,3,·,0.2,-4,-0.7,2,0,-12,-1.8
CSc1sc(C(=O)OC(C)C)c2c1C(=O)CC(C)(C)C2,-4,0.8,-3.5,20,0.1,6,?,5,-1.8
CC(C)C[C@H]1CN(CCCC[C@H]2CNC(=O)C(=O)N2CCc2ccccc2)C(=O)C(=O)N1CC1CCCCC1,7,0.5,·,-7,·,·,4,2,-0.9
O=C(NC1CN2CCC1CC2)c1cc(Cl)c([N+](=O)[O-])c2nc[nH]c12 (stereo not drawn),-14,·,-3.7,-5,-1.8,-8,-7,-30,-0.3
Cc1cc(C(=O)Nc2cc(C(C)(C)C)on2)c(C)o1,0,0.5,-3.4,?,8.3,-9,100*,3,-1.1
C=CCC(Nc1ccccc1)C12C=CC(O1)C(C(=O)OC)=C2C(=O)OC (stereo not drawn),-6,1.2,-3.7,-6,1.0,4,-3,-4,-0.1
COc1ccc(CCNC(=O)C(=O)NCC2OCCN2S(=O)(=O)c2ccc3c(c2)OCCO3)cc1OC (stereo not drawn),14,0.6,-2.8,-1,2.5,24,1,-2,1.3
COc1ccc2oc(C)c(C(=O)NN)c2c1,-20,-2.6,-1.2,-5,-1.4,-3,4,-1,0.5
CCCCn1c(NC(=O)c2ccco2)c(C(=O)OCC)c2nc3ccccc3nc21,55*,·,-5.7,-4,0.3,2,-6,-10,0.5
C(=N\Nc1nc2ccccc2[nH]1)/c1cccc2nccnc12,6,1.4,-2.3,-58,-0.7,-15,-1,17,-3.9
CC1(C)Cc2c(sc3nc(-c4cc5ccccc5o4)n(N)c(=O)c23)CO1,7,·,-4.3,4,-0.7,20,-1,-2,?
COc1ccc(/C=C/C(=O)OC(C)C(=O)c2ccccc2)cc1OC (stereo not drawn),-2,2.2,-1.6,·,-0.5,2,·,7,·
Cc1cc(C)n2cc(COc3ccc4ccccc4c3)nc2n1,-11,0.8,-6.9,-4,0.1,44,-1,-4,0.5
O=C(Nc1ccc(NC(=O)C2CCCCC2)nc1)c1cccc(F)c1,1,-1.1,-2.6,-25,-1.0,-12,-11,-3,2.3
O=C(NCCCn1ccnc1)C(=O)NCC1OCCN1S(=O)(=O)c1cc(F)ccc1F (stereo not drawn),-8,1.9,1.3,-9,-0.2,6,-3,7,-1.7
COc1ccc(/C=C/C(=O)c2c(O)cc(C)oc2=O)c(OC)c1,0,·,1.6,-14,0.3,-6,2,-4,-0.6
CCc1cc2c(s1)NC(=O)CN=C2c1cccs1,-3,·,0.6,?,-0.9,6,?,-1,?
COc1cc2c(c(OC)c1OC)-c1ccc(OC)c(=O)cc1C(NC(=O)c1ccccc1)CC2 (stereo not drawn),16,1.6,-3.1,2,-0.4,-4,-1,-10,-0.5

# Sorted by SMILES length (low to high): 15 of the compounds above
SMILES,CCHFV vOTU inh,TcdB inh,FadD28 FP inh,BoNT F protease,PfHsp40 yeast,Y pestis TopoI,Anthrax LF inh2,PrPC surface inh,BoNT A protease
CCc1ccccc1NC(=O)c1cnccn1,3,·,0.2,-4,-0.7,2,0,-12,-1.8
COc1ccc2oc(C)c(C(=O)NN)c2c1,-20,-2.6,-1.2,-5,-1.4,-3,4,-1,0.5
Cc1cc(C)n2cc(COc3ccc4ccccc4c3)nc2n1,-11,0.8,-6.9,-4,0.1,44,-1,-4,0.5
Cc1cc(C(=O)Nc2cc(C(C)(C)C)on2)c(C)o1,0,0.5,-3.4,?,8.3,-9,100*,3,-1.1
C(=N\Nc1nc2ccccc2[nH]1)/c1cccc2nccnc12,6,1.4,-2.3,-58,-0.7,-15,-1,17,-3.9
Cc1ccc(-c2nn3c(C)nnc3s2)cc1NC(=O)c1ccco1,0,-0.9,-2.6,-2,1.5,-6,-12,1,-0.2
O=C(Nc1ccc(NC(=O)C2CCCCC2)nc1)c1cccc(F)c1,1,-1.1,-2.6,-25,-1.0,-12,-11,-3,2.3
COc1ccc(/C=C/C(=O)c2c(O)cc(C)oc2=O)c(OC)c1,0,·,1.6,-14,0.3,-6,2,-4,-0.6
Cc1cc(C)n(-c2c(F)c(F)c(CN3CCOCC3)c(F)c2F)n1,7,·,-1.0,5,0.9,-9,-1,4,0.4
O=C(CSc1c2c(nc3ccc(Cl)cc13)CCCC2)NCCCN1CCOCC1,3,·,-6.4,0,0.6,2,2,6,0.6
C=CCC(Nc1ccccc1)C12C=CC(O1)C(C(=O)OC)=C2C(=O)OC (stereo not drawn),-6,1.2,-3.7,-6,1.0,4,-3,-4,-0.1
CCCCn1c(NC(=O)c2ccco2)c(C(=O)OCC)c2nc3ccccc3nc21,55*,·,-5.7,-4,0.3,2,-6,-10,0.5
CN1/C(=C\C(=S)NC(=O)c2cccc(Br)c2)C(C)(C)c2ccccc21,-4,0.1,-0.2,-18,3.4,22,16,25*,42*
Cc1ccc(/C=N/NC(=O)CSc2nc3ccccc3c(=O)n2-c2ccccc2)s1,5,8.4,-1.1,-1,-0.6,-3,-2,-3,0.3
O=C(NCCCn1ccnc1)C(=O)NCC1OCCN1S(=O)(=O)c1cc(F)ccc1F (stereo not drawn),-8,1.9,1.3,-9,-0.2,6,-3,7,-1.7

# (cont.)
SMILES,CCHFV vOTU inh,TcdB inh,FadD28 FP inh,BoNT F protease,PfHsp40 yeast,Y pestis TopoI,Anthrax LF inh2,PrPC surface inh,BoNT A protease
CCCN(C(=O)CCOc1ccc(C(C)(C)C)cc1)c1c(N)n(Cc2ccccc2)c(=O)[nH]c1=O,-1,1.6,-2.4,-3,-0.7,3,7,-3,-0.4
COCCOC(=O)c1c(C)oc2ccc(OC(=O)N(C)C)cc12,-3,·,-2.6,-9,0.0,3,2,-5,-1.9
CCc1cccc(CC)c1NC(=S)NCc1nc2ccccc2[nH]1,5,0.9,1.7,0,-1.5,1,6,-2,1.0
CC(C)CCNC1=CC(=O)CC(c2ccccc2)C1 (stereo not drawn),0,1.1,-2.6,7,0.2,2,-1,0,0.6
COc1ccccc1-n1cccc1C=O,19,0.5,-1.3,-1,-0.8,4,-3,4,-0.4
COc1ccc(-c2nc3ncccc3o2)cc1NC(=O)c1ccco1,22,0.3,-3.1,-4,-1.1,-2,-2,-9,-0.6
